Bioassay records deposited in PubChem by Sanford-Burnham Center for Chemical Genomics.
SENP7 block: SENP7 protease inhibitors, primary screen, biochemical, luminescence, uHTS; Sentrin-specific protease 7 (Homo sapiens), Q9BQF6; recombinant SENP7, Z-RLRGG-aminoluciferin luminescence, 40 min; inhibition, % at 5 µM; 1.5% of 330,000 active;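 active means inhibition above about 50% at the single test dose, limit read from the data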;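 further: plate controls were DMSO with enzyme for no effect and no enzyme buffer wells for full effect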
Target sequence (Q9BQF6 706-1050 limits assumed): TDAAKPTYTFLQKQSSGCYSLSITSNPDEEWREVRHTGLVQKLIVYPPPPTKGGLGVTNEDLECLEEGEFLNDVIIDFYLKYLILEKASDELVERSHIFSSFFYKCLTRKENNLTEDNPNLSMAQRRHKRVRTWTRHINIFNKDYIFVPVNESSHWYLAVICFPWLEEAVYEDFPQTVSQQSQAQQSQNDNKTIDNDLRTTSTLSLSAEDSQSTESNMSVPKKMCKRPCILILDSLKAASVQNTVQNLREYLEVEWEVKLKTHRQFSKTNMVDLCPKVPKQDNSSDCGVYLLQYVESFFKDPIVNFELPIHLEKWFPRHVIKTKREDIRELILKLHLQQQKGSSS
A3G deaminase: APOBEC3G DNA deaminase inhibitors, primary screen, biochemical, fluorescence, single-stranded DNA substrate, uHTS; DNA dC->dU-editing enzyme APOBEC-3G (Homo sapiens), Q9HC16; recombinant A3G, ssDNA deamination FAM/TAMRA fluorescence; inhibition, % at 20 µM; 0.28% of 330,000 active; AID 493012, 2011;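 active means inhibition of at least 40% at 20 µM, with no more than 30% in the related APOBEC3A deaminase screen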;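 further: plate controls were DMSO wells with A3G for no effect and wells lacking A3G enzyme for full effect; some compounds called inactive have numbers as strong as hits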
UBC13 inh: UBC13 polyubiquitin chain formation inhibitors, primary screen, biochemical, TR-FRET, uHTS; Ubiquitin-conjugating enzyme E2 N (Homo sapiens), P61088; inhibition, % at 20 µM; 0.47% of 330,000 active; AID 485273, 2010; in the data active means inhibition above about 45%, passing the limit was not always enough
Target sequence (P61088 whole entry, looked up): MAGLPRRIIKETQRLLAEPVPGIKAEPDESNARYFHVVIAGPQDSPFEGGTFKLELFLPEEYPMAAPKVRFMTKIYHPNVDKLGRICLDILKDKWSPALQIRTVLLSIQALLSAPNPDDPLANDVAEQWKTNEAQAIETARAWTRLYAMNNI
SENP1 inh: human SENP1 catalytic domain inhibitors, primary screen, biochemical, FRET, uHTS; 0.21% of 360,000 active; inhibition, % at 10 µM; AID 624204, 2012; Sentrin-specific protease 1 (Homo sapiens), Q9P0U3; recombinant SENP1 catalytic domain, CyPet-SUMO1-YPet FRET cleavage;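 active means inhibition at least 30% at 10 µM, raw YFP signal under a set limit, fluorescence ratio 0.5 to 1.5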;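 further: 0% = enzyme with DMSO and 100% = no enzyme wells; some results filed as inactive read as strong as hits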
Target sequence (Q9P0U3 419-644 limits assumed): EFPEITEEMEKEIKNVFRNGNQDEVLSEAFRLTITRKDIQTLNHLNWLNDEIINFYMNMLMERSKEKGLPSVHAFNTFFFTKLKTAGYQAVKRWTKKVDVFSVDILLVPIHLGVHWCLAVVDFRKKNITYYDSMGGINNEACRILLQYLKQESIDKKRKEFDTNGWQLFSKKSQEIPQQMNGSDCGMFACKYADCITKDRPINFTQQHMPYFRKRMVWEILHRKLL
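Compound: 10 µM single point, 0.5% DMSO; Test system: hSENP1 catalytic domain, recombinant; Timing: 50 min reaction at room temperature; Technique: FRET, CFP and YFP emission; Control set: no-enzyme wells low, DMSO-plus-enzyme wells high control.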
SENP8 block-1: human SENP8 protease inhibitors, primary screen, biochemical, fluorescence, Nedd8 protein substrate, uHTS. 0.64% of 360,000 active. recombinant SENP8. inhibition, % at 20 µM. AID 602440, 2012. Sentrin-specific protease 8 (Homo sapiens), Q96LD8; in the data active means inhibition mostly above about 40%, no sharp cut-off; inactive means mostly below about 27%
Target sequence (Q96LD8 whole entry, looked up): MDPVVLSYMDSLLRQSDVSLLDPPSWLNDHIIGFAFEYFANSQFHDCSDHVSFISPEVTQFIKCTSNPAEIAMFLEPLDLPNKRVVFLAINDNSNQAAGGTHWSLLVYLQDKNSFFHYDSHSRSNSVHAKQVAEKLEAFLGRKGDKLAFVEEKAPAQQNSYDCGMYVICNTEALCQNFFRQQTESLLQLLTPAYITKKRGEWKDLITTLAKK
SENP6 block: SENP6 protease inhibitors, primary screen, biochemical, luminescence, uHTS; inhibition, % at 10 µM; 1.8% of 330,000 active; Recombinant SENP6 catalytic domain, aminoluciferin luminescence;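 active means inhibition above about 50% at the single tested dose, limit read from the data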;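 further: plate controls were DMSO wells with enzyme for no effect and DMSO wells lacking enzyme for full effect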
Apaf1 inhib: inhibitors of human Apaf-1 apoptosome, primary screen, biochemical, DEVD-Rh110 fluorescence, uHTS | reconstituted apoptosome caspase-3 activity | inhibition, % at 20 µM | Apoptotic protease-activating factor 1 (Homo sapiens), O14727 | 0.71% of 330,000 active; active means inhibition of at least 40% at 20 µM;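 further: plate controls were DMSO wells for no effect and DEVD-CHO caspase inhibitor wells for full effect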
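Material: reconstituted apoptosome with Apaf-1, cytochrome c, caspase-9, procaspase-3, dATP. Technique: Rh110 fluorescence intensity. Buffer or medium: pH 7.5 Hepes buffer with CHAPS, BSA, DTT. Times: 30 min plus 50 min, RT.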
SENP8 block-2: SENP8 protease inhibitors, primary screen, biochemical, luminescence; purified SENP8, Z-RLRGG-aminoluciferin cleavage; AID 2540, 2010; Sentrin-specific protease 8 (Homo sapiens), Q96LD8; 1.2% of 330,000 active; inhibition, % at 10 µM; in the data active means inhibition above about 50%
Active calls of the source: *; . = not tested or not shown.

#1 COc1ccc(N(C(=O)c2csnn2)C(C(=O)NC2CCCC2)c2ccccc2)cc1 (stereo unspecified)
#2 Cn1c(=S)n(/N=C/c2cccs2)c2ccccc21
#3 O=C(NC1CCCCC1)N1CCN(c2ncccn2)CC1
#4 COC(=O)c1ccccc1NC(=O)C(=O)NCC1CCCO1 (stereo unspecified)
#5 COCCNC(=O)c1ccc2c(c1)nc(C)n2-c1cccc(F)c1
#6 CSc1nc(N)nc(-c2cccs2)c1C#N

Compound	1	2	3	4	5	6
SENP7 block	5	-2	6	-7	1	9
A3G deaminase	11	-12	-3	-3	-9	-4
UBC13 inh	2	4	2	-6	2	12
SENP1 inh	2	1	-1	-1	6	-2
SENP8 block-1	12	28	7	4	20	-211
SENP6 block	-5	-12	-16	-7	5	10
Apaf1 inhib	9	-10	-11	5	-5	13
SENP8 block-2	-2	-2	-12	-8	4	3

#7 CCC1CCCCN1C(=O)Cn1nc([N+](=O)[O-])c(Cl)c1C (stereo unspecified)
#8 Cc1cccn2c(=O)c3cc(C(=O)NC4CCS(=O)(=O)C4)sc3nc12 (stereo unspecified)
#9 Cc1ccc(NC(=O)CSc2nc(=O)n(CCCN(C)C)c3c2CCC3)c(C)c1
#10 O=C(COC(=O)Cc1c[nH]c2ccccc12)Nc1c(Cl)cccc1C(F)(F)F
#11 COC(=O)C(Cc1ccccc1)OS(N)(=O)=O (stereo unspecified)
#12 COC(=O)c1ccsc1NC(=O)CCc1ccccc1

Compound	7	8	9	10	11	12
SENP7 block	3	2	-13	-7	-4	87*
A3G deaminase	-15	0	-4	-9	-12	2
UBC13 inh	12	6	1	0	-2	-4
SENP1 inh	3	-60	0	1	4	3
SENP8 block-1	4	-391	4	6	8	2
SENP6 block	-14	-4	-7	-8	1	88*
Apaf1 inhib	12	8	6	-5	-3	6
SENP8 block-2	0	3	-8	-7	5	87*

#13 CC1CCC(N2CCN(c3ncccn3)CC2)CC1 (stereo unspecified)
#14 CCSc1cc(N2CCCC2)nc(-c2ccc(Cl)cc2)n1
#15 COc1ccc(N=Cc2c(C)[nH][nH]c2=O)cc1
#16 C=CCn1c(C)c(C(C)=O)cc(NC(=O)c2ccccc2)c1=O
#17 COc1ccc(C2(c3ccc(OC)cc3)NC(=O)N(CC(=O)Nc3ccccc3C(F)(F)F)C2=O)cc1
#18 CN(C)C(=O)CCc1ccc2c3c([nH]c2c1)[C@]1(CCC2CCCC2)[C@@H](C(=O)N2CCOCC2)C[C@H](CC(=O)NCC24CC5CC(CC(C5)C2)C4)C(=O)N1CC3

Compound	13	14	15	16	17	18
SENP7 block	1	9	3	4	-2	8
A3G deaminase	-4	0	-4	-2	-5	0
UBC13 inh	9	0	-4	5	-5	.
SENP1 inh	-2	1	-2	-1	-1	1
SENP8 block-1	16	-53	23	-11	3	20
SENP6 block	0	8	-4	0	-9	.
Apaf1 inhib	-9	2	-12	3	5	31
SENP8 block-2	0	9	1	1	3	.

#19 COc1ccc(-c2cc(C(=O)O)no2)cc1
#20 CCc1ccc(C(=O)Nc2nnn(CC)n2)cc1
#21 COC(=O)c1ccc(COc2ccc(/C=N/NC(N)=S)cc2)o1
#22 O=C(NC1CCCCC1)n1c(=O)oc2ccccc21
#23 C=CCn1c(=O)c(C(=O)NCCc2ccc(Cl)cc2)c(O)c2cc(OC)c(OC)cc21
#24 CC(C)c1ccc(Nc2cnn(C34CC5CC(CC(CC(=O)O)(C5)C3)C4)c(=O)c2Cl)cc1

Compound	19	20	21	22	23	24
SENP7 block	6	6	2	2	-11	-2
A3G deaminase	2	-7	-11	-2	-6	-1
UBC13 inh	5	3	-30	7	13	-17
SENP1 inh	0	1	1	1	0	0
SENP8 block-1	2	12	14	7	-300	16
SENP6 block	-11	8	-23	-5	-6	-3
Apaf1 inhib	-4	-28	-15	-2	6	1
SENP8 block-2	-7	-12	-8	1	-7	-3

#25 COc1ccc2oc(C(=O)OC(C)C(=O)N3CCC(C)CC3)c(C)c2c1 (stereo unspecified)
#26 NS(=O)(=O)c1cccc(NC(=O)CC(NC(=O)c2ccccc2Cl)c2ccccc2)c1 (stereo unspecified)
#27 CCCCCCC(=O)Nc1nc(C)c(-c2csc(Nc3ccccc3OC)n2)s1
#28 CSCCC(=O)N1CCC(n2nccc2NC(=O)c2ccc3c(c2)OCO3)CC1
#29 Cc1ccc(Nc2nnc(SCC(=O)Nc3ccccc3[N+](=O)[O-])s2)cc1
#30 COc1ccc(OC)c(-c2cc(C(=O)Nc3ccccc3C(N)=O)c3ccccc3n2)c1

Compound	25	26	27	28	29	30
SENP7 block	4	1	12	3	0	-1
A3G deaminase	0	4	-9	-13	0	-3
UBC13 inh	10	-4	-23	-3	9	5
SENP1 inh	-4	1	-6	0	2	-1
SENP8 block-1	-385	8	-236	8	7	-114
SENP6 block	-2	7	3	10	-14	10
Apaf1 inhib	2	18	6	-10	13	-1
SENP8 block-2	-2	5	0	8	-3	3

#31 CCn1c(=O)c(C(=O)Nc2ccc(C)cc2)c(O)c2ccccc21
#32 Nc1nnnn1/N=C/c1ccc(N2CCCCC2)c([N+](=O)[O-])c1
#33 O=C(O)CSc1nnc(SCc2cccc3ccccc23)s1
#34 Cc1c(N=Cc2ccc[nH]2)c(=O)n(-c2ccccc2)n1C
#35 CCn1cc(C2=NC(C)(C)CO2)c2ccccc21
#36 COc1ccc(-c2cc3nc(C)cc(-c4ccc(OC)cc4)n3n2)cc1

Compound	31	32	33	34	35	36
SENP7 block	0	-2	6	3	-4	-14
A3G deaminase	-4	-8	-7	0	-7	-3
UBC13 inh	20	-84	12	-9	2	8
SENP1 inh	1	2	4	3	3	-27
SENP8 block-1	-52	21	4	21	8	-303
SENP6 block	-12	-22	9	3	-8	-18
Apaf1 inhib	5	13	-12	-13	-11	17
SENP8 block-2	-2	-3	-3	5	0	-4

Some of these compounds in order of their number in UBC13 inh, highest first:
| cpd | SMILES | SENP7 block | A3G deaminase | UBC13 inh | SENP1 inh | SENP6 block |
| --- | --- | --- | --- | --- | --- | --- |
| 2 | Cn1c(=S)n(/N=C/c2cccs2)c2ccccc21 | -2 | -12 | 4 | 1 | -12 |
| 28 | CSCCC(=O)N1CCC(n2nccc2NC(=O)c2ccc3c(c2)OCO3)CC1 | 3 | -13 | -3 | 0 | 10 |
| 27 | CCCCCCC(=O)Nc1nc(C)c(-c2csc(Nc3ccccc3OC)n2)s1 | 12 | -9 | -23 | -6 | 3 |

(further entries)
#37 CCCCCC(=O)Cc1cc(O)cc2c1C(=O)Oc1cc(O)c(C(=O)O)c(CCCCC)c1O2
#38 COc1cc(S(=O)(=O)N2CCN(C(=O)c3ccccc3)CC2)c(OC)cc1Br
#39 CSc1nc(C)cc(-n2ccc(=O)[nH]c2=O)n1
#40 O=C1c2ccccc2CCC12N=NCC2c1ccc(Br)cc1 (stereo unspecified)
#41 CCc1nnc(NC(=O)CCN2C(=O)c3ccccc3S2(=O)=O)s1
#42 COc1ccccc1N1CCN(C(=O)Cn2c(=O)[nH]c3ccsc3c2=O)CC1

Compound	37	38	39	40	41	42
SENP7 block	-5	-2	-12	0	-5	-8
A3G deaminase	0	-11	-1	-12	3	-5
UBC13 inh	-15	-1	-6	5	-4	8
SENP1 inh	.	1	1	2	1	1
SENP8 block-1	.	16	6	-72	13	3
SENP6 block	-6	9	-14	-3	-7	1
Apaf1 inhib	19	-4	1	2	-7	1
SENP8 block-2	-8	2	-3	-1	-3	-7

#43 Cc1ccc(S(=O)(=O)N(CC(=O)NCc2ccco2)C2CCCCC2)cc1
#44 COCCOCC(=O)Nc1ccc(S(=O)(=O)Nc2cc(C)nc(C)n2)cc1
#45 CC(/C=C/c1ccco1)=N/NC(=O)c1ccc(C)nc1
#46 CCOc1cc(N2CCOCC2)c(OCC)cc1NS(=O)(=O)c1ccc(Cl)s1
#47 O=C(NNC1=NS(=O)(=O)c2ccccc21)c1cccc([N+](=O)[O-])c1
#48 CC1(C)Cc2c(ccc3ccccc23)C(NNC(=O)c2cccnc2)=N1

Compound	43	44	45	46	47	48
SENP7 block	1	-8	2	5	0	-1
A3G deaminase	3	-14	-13	9	-16	-7
UBC13 inh	5	1	-11	-10	-7	-4
SENP1 inh	-1	0	0	-6	1	2
SENP8 block-1	7	8	3	29	18	39
SENP6 block	-12	-23	-16	0	4	-11
Apaf1 inhib	-21	-21	-15	13	-16	0
SENP8 block-2	0	5	8	2	-10	8

#49 COc1cc2cc(CCCOC(=O)c3cccc(Br)c3)oc(=O)c2cc1OC
#50 CCN(CC)c1ccc(C=Nc2ccc(N(C)C)cc2)c(O)c1
#51 O=C(COC(=O)c1cccc(NS(=O)(=O)c2ccc(F)c(F)c2)c1)NC(=O)NC1CCCCC1
#52 CCN(CC(=O)Nc1ccccc1C(F)(F)F)C(=O)CN1C(=O)NC(C)(c2ccccc2)C1=O (stereo unspecified)
#53 O=C(O)CSc1nnc(Cn2cnc3ccccc32)n1CCc1ccccc1
#54 COC(=O)c1sc(S(=O)(=O)NCc2cccs2)c(C(=O)OC)c1C
#55 Cc1ccc(N(CC(=O)N2CCN(Cc3ccccc3)CC2)S(C)(=O)=O)cc1C

Compound	49	50	51	52	53	54	55
SENP7 block	-4	6	5	-7	-3	5	6
A3G deaminase	-3	7	-3	-9	7	-3	-2
UBC13 inh	-7	-75	0	-7	5	-2	3
SENP1 inh	1	-22	1	0	0	-2	0
SENP8 block-1	-4	52*	-17	-4	25	8	15
SENP6 block	4	17	-2	0	-5	9	-27
Apaf1 inhib	17	44*	23	-10	-4	-1	4
SENP8 block-2	0	-13	-4	-10	-4	6	-10

Compounds listed so far containing a furan ring, fused or not:
#21 COC(=O)c1ccc(COc2ccc(/C=N/NC(N)=S)cc2)o1
#25 COc1ccc2oc(C(=O)OC(C)C(=O)N3CCC(C)CC3)c(C)c2c1 (stereo unspecified)
#43 Cc1ccc(S(=O)(=O)N(CC(=O)NCc2ccco2)C2CCCCC2)cc1
#45 CC(/C=C/c1ccco1)=N/NC(=O)c1ccc(C)nc1

Compound	21	25	43	45
SENP7 block	2	4	1	2
A3G deaminase	-11	0	3	-13
UBC13 inh	-30	10	5	-11
SENP1 inh	1	-4	-1	0
SENP8 block-1	14	-385	7	3
SENP6 block	-23	-2	-12	-16
Apaf1 inhib	-15	2	-21	-15
SENP8 block-2	-8	-2	0	8
